ER stress surv – ER stress cell death inhibition. CSM14.1 thapsigargin ER stress survival, ATP luminescence. relative survival (cellular ATP), % at 15 µg/mL (by protocol). hit rate 0.33% among 48,000;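 active = survival measured by cellular ATP above 50% at 15 µg/ml in the first screen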;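 also: cell death triggered by about 15 µM thapsigargin; ATP read 24 h after thapsigargin was added; plate controls were thapsigargin with DMSO for no effect and DMSO without thapsigargin for full effect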
* = called active by the depositor. The list is partial; count on the stated rates, not on these rows.

Compound	ER stress surv
COc1ccc(CCNC(=O)c2ccc([N+](=O)[O-])c(C)c2)cc1OC	-1
COc1ccc(N/C=C/C(=O)c2ccc(C)cc2)c(OC)c1	6
CCOc1ccc(C(=O)Nc2sc(C)c(C)c2C(N)=O)cc1	-2
O=C(c1cccs1)N1CCN(c2cc(N3CCCC3)c(F)cc2[N+](=O)[O-])CC1	-2
COc1ccc(CCNC(=O)c2ccccc2N(Cc2ccccc2)S(=O)(=O)c2ccccc2)cc1OC	9
CCOc1ccc(NC(=O)CC2S/C(=N\N=C3/C=C(C)CC(C)(C)C3)NC2=O)cc1 (stereo not drawn)	2
COc1cc(/C=C/C(=O)c2c(-c3ccccc3)c3cc(Cl)ccc3[nH]c2=O)cc(Br)c1OC	-2
O=C(Nc1ccc(-c2nc3ccccc3o2)c(O)c1)c1ccc(-c2ccc(Cl)cc2Cl)o1	5
COc1cc2ccccc2cc1C(=O)Nc1ccc(S(=O)(=O)Nc2nc(C)cc(C)n2)cc1	2
Cc1ccc(N2C(=O)/C(=C/c3ccc(F)cc3)SC2=S)cc1C	4
N/C(=N\OC(=O)CCc1ccccc1)c1cccnc1	1
NNc1nnc2c(n1)[nH]c1ccc(Br)cc12	4

New compounds follow.
Compound	ER stress surv
COC(=O)c1ccccc1NC(=O)c1ccc(-c2cccc(Cl)c2)o1	12
O=C1CC(N2CCN(c3ccc(Cl)cc3)CC2)C(=O)N1CCc1ccccc1 (stereo not drawn)	5
Cc1cc(C)nc(/N=C(/N)C2=C(O)CC(C)(C)CC2=O)n1	-3
COC(=O)c1c(C)oc2cc(Br)c(OCC(=O)OC(C)(C)C)cc12	3
COc1ccc(/C=C/C(=O)N2CCCCCC2)cc1Br	-3
Cc1c(Cl)cccc1NC(=O)C(=O)NC1CC(C)(C)NC(C)(C)C1	2
O=C1CC(NCc2ccco2)C(=O)N1CCc1ccccc1 (stereo not drawn)	5
Cc1cc(NC(=O)CN2CCOCC2)c2ccccc2n1	-2
Cc1ccc(NC(=S)NC(=O)c2ccco2)cc1	0
COc1cc(NC(=O)c2cc3ccccc3o2)ccc1NC(=O)c1ccco1	2
CCOc1cc(OCC)cc(C(=O)Nc2cc(C)ccn2)c1	-1
CCOC(=O)CSc1nc2sc3c(c2c(=O)n1-c1ccccc1)CCN(C)C3	8

(listing goes on)
Compound	ER stress surv
COc1ccc(C(=O)NCCN(C)C)cc1OC	12
COc1ccc(-c2cc(C(F)(F)F)n3nc(C(N)=O)c(Cl)c3n2)cc1OC	5
CCOC(=O)c1ccc(Nc2nc3nonc3n3cnnc23)cc1	0
CC(C)(C)NC(=O)c1cccc(C(=O)Nc2cccc(O)c2)c1	2
CCN(C(=O)CN1C(=O)c2ccccc2C1=O)c1ccccc1C	4
COc1cccc(N2C(=O)C(=O)/C(=C(\O)c3ccccc3)C2c2cccc(F)c2)c1 (stereo not drawn)	-1
Cc1ccc2nc(NC(=O)C3CCCCC3C(=O)O)sc2c1 (stereo not drawn)	-7
COc1ccc(N(Cc2ccc(C(=O)NC3CCCCC3)cc2)S(=O)(=O)c2ccccc2)cc1	9
CCCOC(=O)c1cccc(NC(=O)c2cccs2)c1	14
O=C(CC(=O)c1ccccc1)Nc1cccnc1	0
O=C(Nc1ccc(-c2nnc(-c3ccccc3)o2)cc1)c1cccs1	11
C=C(C)COc1ccc2oc(C)c(C(=O)OC)c2c1	-1

Additional entries
Compound	ER stress surv
CCn1c2ccccc2c2cc(CNc3ccc(C)c(C)c3)ccc21	6
O=C1N=C(N=Nc2c(O)[nH]c3ccccc23)S/C1=C/c1ccc(Br)cc1	-21
CCOC(=O)c1ccc(Nc2ncnc3ccc(C)cc23)cc1	5
Cc1ccc(/C=C2/SC(=S)N(CC(=O)O)C2=O)cc1	9
COc1ccccc1C/C(N)=N/OC(=O)c1cccc(Br)c1	3
Cc1n[nH]c(C)c1Sc1ccc(Br)cc1	-4
O=[N+]([O-])c1cnc(-c2ccccc2)nc1	6
CCOc1ccc(N2C(=O)CC(C(C)c3ccccc3)C2=O)cc1 (stereo not drawn)	7
O=[N+]([O-])c1cccc(C2N(c3ccccc3)CCN2c2ccccc2)c1	-6
COc1ccc(C(=O)Nc2ccc(-c3nc4cc(C)ccc4o3)cc2)cc1Br	3
COc1cccc(CC(CC(=O)Nc2cc(C)ccc2C)C(=O)O)c1 (stereo not drawn)	-1
COc1ccc(/C=N/S(=O)(=O)c2cccs2)cc1OC	-2

Part of the list above, as labelled records.
> O=[N+]([O-])c1cccc(C2N(c3ccccc3)CCN2c2ccccc2)c1
  ER stress surv: -6
> COc1ccc(C(=O)Nc2ccc(-c3nc4cc(C)ccc4o3)cc2)cc1Br
  ER stress surv: 3
> COc1cccc(CC(CC(=O)Nc2cc(C)ccc2C)C(=O)O)c1 (stereo not drawn)
  ER stress surv: -1
> COc1ccc(/C=N/S(=O)(=O)c2cccs2)cc1OC
  ER stress surv: -2

(continued)
Compound	ER stress surv
Cc1ccc(NC(=O)CN(c2ccc(C)c(Cl)c2)S(C)(=O)=O)cc1C	4
COc1cc(C(=O)NC(NC(=S)Nc2ccc(C)cc2)C(Cl)(Cl)Cl)cc(OC)c1OC (stereo not drawn)	-3
FC(F)(F)c1ccc2nnc(-c3c(Cl)cccc3Cl)n2c1	-1
COc1cccc(/C=C2/SC(=S)N(CCC(=O)N3c4ccccc4Sc4ccc(Cl)cc43)C2=O)c1	-2
Cc1c(Cl)cccc1-n1ncnc1-c1cccc(Cl)c1	9
O=C1NC(=O)N(c2ccc(Cl)cc2)C(=O)/C1=C/c1ccc(Br)s1	-5
CC(=O)Oc1ccc(C(=O)Nc2cc(C)on2)cc1	0
Nc1ccc(S(=O)(=O)Nc2nccc(/C=C/c3cccc(Cl)c3)n2)cc1	-4
Cc1ccc(S(=O)(=O)N(C)Cc2ccccc2)cc1[N+](=O)[O-]	4
CCOc1ccc(CN2CCN(C(=O)c3ccc(-c4ccccc4)cc3)CC2)cc1	4
CCc1nc2ccccc2n1CC(O)COc1ccc(OC)cc1 (stereo not drawn)	8
CC1=C(C(=O)OC2CCCC2)C(c2ccc(Cl)cc2)NC(=O)N1 (stereo not drawn)	6

More compounds follow.
Compound	ER stress surv
CC(C)(C)c1ccc(S(=O)(=O)NNc2ccccc2)cc1	13
O=C(Nc1ccccc1)c1ccc(S(=O)(=O)N2CCCc3ccccc32)cc1	4
N/C(=N\OC(=O)c1cccc(Cl)c1)c1ccncc1	-3
CN(C)c1ccc(/C=N/NC(=O)c2cc(=O)[nH]c3ccccc23)cc1	2
Cc1ccc(S(=O)(=O)NC(C)C2C3CC4CC(C3)CC2C4)c(C)c1 (stereo not drawn)	3
CC(C)c1ccc(/C=C2/SC(=O)N(c3ccccc3)C2=O)cc1	8
O=C1/C(=C\c2cccc3ccccc23)SC(=S)N1CCc1ccccc1	6
O=c1oc2cc(OCc3ccccc3)c(Cl)cc2c2c1CCCC2	6
Cc1ccc(-c2csc(NC(=O)c3ccc(S(=O)(=O)N4CCCCCC4)cc3)n2)cc1	-2
C=C(Br)CSc1nc2ccccc2[nH]1	4
CC(=O)Nc1cccc(Nc2nc3ccccc3nc2NS(=O)(=O)c2ccc(Cl)cc2)c1	10
CC1=NN(c2ccccc2)C(=O)/C1=C\c1c(O)n(-c2ccc(C)cc2)[nH]c1=O	-8

Another view of 2 compounds above.
C=C(Br)CSc1nc2ccccc2[nH]1
  ER stress surv: 4
CC(=O)Nc1cccc(Nc2nc3ccccc3nc2NS(=O)(=O)c2ccc(Cl)cc2)c1
  ER stress surv: 10

(list continues)
Compound	ER stress surv
N#CCCN(CCc1ccccc1)S(=O)(=O)c1cccc2nsnc12	-6
N#Cc1c(NC(=O)CN2C(=O)c3cccc4cccc(c34)C2=O)sc2c1CCCC2	-4
CCCCCc1c(O)nc(SCC(=O)O)[nH]c1=O	3
CCOC(=O)N1CCN(c2ccccc2)CC1	6
COc1ccc(C(=O)N2CCN=C2c2ccccc2)cc1OC	12
CC(C)CN1C(=O)/C(=C/C2CC=CCC2)SC1=S (stereo not drawn)	-1
Cc1ccc(NCC(=O)N=Nc2c(O)[nH]c(=O)[nH]c2=O)cc1	21
CC(=O)Oc1ccc(NC(=O)CC2Sc3ccccc3NC2=O)cc1 (stereo not drawn)	5
COc1cc(C2Nc3ccccc3NC3=C2C(=O)CC(c2ccc4c(c2)OCO4)C3)ccc1OC(C)=O (stereo not drawn)	11
CCOC(=O)C1=C(C)NC(C)=C(C(=O)OC)C1c1cc(Cl)cc(Cl)c1OC (stereo not drawn)	3
O=[N+]([O-])c1ccc(-c2nc(Cc3c(F)cccc3Cl)no2)cc1	5
O=S1(=O)N=C(Oc2cccc3ccccc23)c2ccccc21	3

Further structures:
Compound	ER stress surv
COc1ccc(C=Nc2ccc3c(c2)nc(C)n3C)cc1	0
Cc1cc(C=C2C(=O)NC(=O)NC2=O)c(C)n1-c1ccc(N2CCOCC2)cc1	6
COc1cccc(N2C(=O)NC(=O)/C(=C/C=C/c3ccccc3[N+](=O)[O-])C2=O)c1	14
Nc1nonc1C(=O)N/N=C/c1cccc(OCC(=O)O)c1	8
CCOc1ccc(-c2cc(C)n3nc(C(=O)Nc4ccc(C(C)=O)cc4)cc3n2)cc1	4
Cn1c(C=Nc2ccccc2O)nc2ccccc21	-12
CC(=Nc1ccccc1C(F)(F)F)C1=C(O)c2ccccc2C1=O	11
CC1=[N+]([O-])C(C)(C)C(c2ccco2)=[N+]1[O-]	2
CCOc1ccc(N2C(=O)S/C(=C\c3ccco3)C2=O)cc1	10
COc1ccc(C2Nc3ccccc3NC3=C2C(=O)CC(c2ccc(Cl)cc2)C3)cc1OC (stereo not drawn)	33
O=C(O)CCCCCN1C(=O)C(=O)/C(=C(/O)c2ccc([N+](=O)[O-])cc2)C1c1ccc(Cl)cc1 (stereo not drawn)	-3
Cc1cccc(C)c1-n1c(C)cc(/C=N/NC(=O)c2cccnc2)c1C	1

The results go on.
Compound	ER stress surv
Cc1cc(=O)[nH]c(NCc2ccccc2)n1	5
Nc1cc(NCCCO)ccc1[N+](=O)[O-]	2
Brc1ccccc1CN1CCN(Cc2ccco2)CC1	-3
Cc1cccc(C)c1OCC(=O)Nc1nccs1	10
CC(C)C1=NN2C(=N)/C(=C/c3cc(Cl)ccc3OCc3ccccc3)C(=O)N=C2S1	-1
CC1=C(C(=O)Nc2ccc(Cl)cc2)C(c2ccc(Br)cc2)NC(=O)N1 (stereo not drawn)	8
CCCOc1ccccc1NC(=O)CC1Nc2cc(C)c(C)cc2NC1=O (stereo not drawn)	2
CCCOc1cccc(NC(=O)c2c(-c3ccccc3)noc2C)c1	6
Cc1cc(NC(=O)C2CC3CCC2C3)no1 (stereo not drawn)	11
Cn1c2ccc(CC(N)=O)cc2c2cc(CC(N)=O)ccc21	10
N#C/C(=C(/O)c1cccc2ccccc12)c1nc2ccccc2[nH]1	3
CC(=O)c1ccc(NC(=S)NC(NC(=O)c2ccccc2Br)C(Cl)(Cl)Cl)cc1 (stereo not drawn)	2

(further entries)
Compound	ER stress surv
O=[N+]([O-])c1ccc(-c2noc(-c3cccc(Br)c3)n2)cc1	1
Cc1ccc(OCC(=O)Nc2c(C(C)C)cccc2C(C)C)cc1C	10
O=C1NC(=O)N(c2ccc(Cl)cc2)C(=O)/C1=C/c1cc(Cl)c(O)c(Cl)c1	4
O=C(Nc1ccc(Br)cc1)C1CC(=O)N(c2ccc(Cl)cc2)C1 (stereo not drawn)	4
O=C(Nc1ncc(Cc2cccc(C(F)(F)F)c2)s1)c1ccccc1Br	0
CC(=O)Nc1nc2n(n1)C(=O)CC(c1ccccc1)=N2	2
O=C(Nc1cccc(NC(=O)c2ccccc2Cl)c1)c1ccc2c(c1)OCCO2	5
CN1C(c2ccccc2)CC(=NO)CC1c1ccccc1 (stereo not drawn)	10
Cc1ccc(-c2cc(C(=O)Nc3ccccc3)c3ccccc3n2)cc1	3
COc1ccc2c(c1)c(C(C)=O)c(C)n2C	30
CCN(CC)S(=O)(=O)c1ccc(N=Cc2c(C)[nH]n(-c3ccc(Cl)cc3)c2=O)cc1	7
CCOc1ccc(C(=O)Nc2cc(Cl)cc(Cl)c2)cc1Cl	6

(further entries)
Compound	ER stress surv
Cc1cc(OCC(=O)Nc2ccc3c(c2)OCO3)ccc1Br	-1
Cc1ccc(CNC(=O)C(=O)Nc2cccc3ccccc23)cc1	4
COc1ccc(Br)cc1/C=N\N1CCN(c2ccc(C)cc2)CC1	8
S=c1[nH]nc(-c2ccccc2)n1/N=C/c1ccc(-c2ccccc2Cl)o1	2
O=C(/C=C/c1ccc2c(c1)OCO2)N1CCCC1	-4
O=C(CN1C(=O)c2ccccc2C1=O)Nc1nc(-c2ccccc2)cs1	10
O=C(Nc1cccc2ccccc12)C1C2C3CCC(C3)C12 (stereo not drawn)	1
COCCOC(=O)c1ccc(NC(=O)COc2ccc(Cl)cc2Cl)cc1	1
C/C(=C\C(=O)c1ccc(Cl)cc1)Nc1cc(Cl)cc(Cl)c1	10
CCOC(=O)c1c(NC(=O)c2ccccc2[N+](=O)[O-])sc2c1CCC(C)C2 (stereo not drawn)	-1
CC1(C)CNC(=O)c2sc(N)nc2C1	6
Cc1c(Cl)cccc1N=C1NC(=O)/C(=C/c2cccc(O)c2)S1	-1

The results go on:
Compound	ER stress surv
CN(C)c1ccc(/C=N/N=C2/NC(=O)C(c3ccccc3)(c3ccccc3)S2)cc1	10
COc1ccc(Cl)cc1NC(=O)C1=C(C)NC(=O)NC1c1ccccc1F (stereo not drawn)	-3
O=C(NCC(c1ccccc1)c1ccccc1)Nc1cccc(Cl)c1	5
C=CCNC(=O)C(=O)Nc1cc(C)cc(C)c1	-1
O=C(NCc1ccccc1)NC(=O)c1ccccc1F	5

Source: PubChem (Sanford-Burnham Center for Chemical Genomics)
